mIAP activ: activators of mouse IAP, primary screen, biochemical, luminescence, uHTS; intestinal alkaline phosphatase [Mus musculus]; muIAP, CDP-Star luminescence, 30 min; active compounds read high; 1 = vehicle-only enzyme signal, 0 = enzyme-free wells; activation factor at 10 µM; hit rate 0.24% among 330,000;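 active = activation factor of at least 2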; also: the source names both 10 and 20 µM as test concentration; values of inactives mirror those of a sister screen read the other way
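also added = chemiluminescent substrate CDP-Star | test system = mouse IAP enzyme | signal = chemiluminescence readout | compound = DMSO-dissolved test compounds | incubation = 30 min at room temperature | benchmarks = DMSO wells, no-enzyme wells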
MIN6 prolif: inducers of MIN6 beta-cell proliferation, primary screen, ATP luminescence, uHTS; MIN6 cells proliferation, ATPlite luminescence, 48 h; cells starved in 0.2% serum; 100% = growth in 10% serum; AID 2380, 2010; proliferation, % at 10 µM; hit rate 0.29% among 330,000;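 active = compounds whose signal lies at least 3.5 SD above the mean of all wells on their plate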;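 also: 0% = DMSO-treated cells in low-serum medium and 100% = 10% serum control; some compounds called inactive have numbers as strong as hits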
APOBEC3A inh: APOBEC3A ssDNA deaminase inhibitors, primary screen, selectivity assay for APOBEC3G inhibitor project, biochemical, FAM/TAMRA oligo cleavage fluorescence; hit rate 0.41% among 330,000; DNA dC->dU-editing enzyme APOBEC-3A (Homo sapiens), P31941; inhibition, % at 20 µM; recombinant A3A, FAM/TAMRA ssDNA deamination fluorescence;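 active = at least 40% inhibition at 20 µM here, with at most 30% in a related deaminase screen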;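 also: plate controls were A3A with DMSO for no effect and wells lacking A3A enzyme for full effect; some results filed as inactive read as strong as hits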
Target sequence (P31941 whole entry, looked up): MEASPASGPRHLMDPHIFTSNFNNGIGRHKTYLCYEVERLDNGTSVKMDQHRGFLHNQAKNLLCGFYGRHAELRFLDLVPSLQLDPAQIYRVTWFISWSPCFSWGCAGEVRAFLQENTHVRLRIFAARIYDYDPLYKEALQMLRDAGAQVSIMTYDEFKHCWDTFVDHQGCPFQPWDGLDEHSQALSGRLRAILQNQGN
hIAP activ: human IAP activators, primary screen, biochemical, luminescence, uHTS. purified human IAP, CDP-Star luminescence, 30 min; active compounds read high; 1 = vehicle-only enzyme, 0 = enzyme-free background. AID 2524, 2010. hit rate 0.16% among 330,000. activation factor at 10 µM. Intestinal-type alkaline phosphatase (Homo sapiens), P09923;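 active = activation factor of the enzyme at least 2-fold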; also: the source names both 10 and 20 µM as test concentration; values of inactives mirror those of a sister screen read the other way
Target sequence (P09923 whole entry, looked up): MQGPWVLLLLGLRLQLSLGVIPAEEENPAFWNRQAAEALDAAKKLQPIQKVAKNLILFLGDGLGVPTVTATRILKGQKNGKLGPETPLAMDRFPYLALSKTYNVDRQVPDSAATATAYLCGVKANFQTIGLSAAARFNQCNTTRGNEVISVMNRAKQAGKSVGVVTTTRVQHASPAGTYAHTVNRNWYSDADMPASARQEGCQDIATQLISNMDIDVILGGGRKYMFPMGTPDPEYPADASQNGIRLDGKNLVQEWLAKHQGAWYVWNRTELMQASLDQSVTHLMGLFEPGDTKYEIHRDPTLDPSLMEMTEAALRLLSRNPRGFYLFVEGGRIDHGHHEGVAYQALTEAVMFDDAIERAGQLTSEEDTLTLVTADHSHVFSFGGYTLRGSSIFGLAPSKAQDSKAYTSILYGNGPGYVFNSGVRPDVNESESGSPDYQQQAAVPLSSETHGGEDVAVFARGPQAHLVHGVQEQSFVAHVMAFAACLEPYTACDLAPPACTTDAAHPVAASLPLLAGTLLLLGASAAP
NLRP3 yeast inh: NALP3 inflammasome inhibitors in reconstituted yeast, primary screen, luminescence, uHTS | Yeast reconstituted NLRP3/ASC/caspase-1, beta-gal luminescence, 24 h | inhibition, % at 10 µM | hit rate 0.39% among 330,000;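 active = inhibition of 50% or more; inactive = inhibition below 50%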;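 also: plate controls were induced DMSO wells for no effect and uninduced yeast grown without galactose for full effect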
A3G deaminase: APOBEC3G DNA deaminase inhibitors, primary screen, biochemical, fluorescence, single-stranded DNA substrate, uHTS | inhibition, % at 20 µM | hit rate 0.28% among 330,000 | DNA dC->dU-editing enzyme APOBEC-3G (Homo sapiens), Q9HC16 | AID 493012, 2011 | recombinant A3G, ssDNA deamination FAM/TAMRA fluorescence;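 active = inhibition of at least 40% at 20 µM, with no more than 30% in the related APOBEC3A deaminase screen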;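 also: plate controls were DMSO wells with A3G for no effect and wells lacking A3G enzyme for full effect; some compounds called inactive have numbers as strong as hits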
Target sequence (Q9HC16 whole entry, looked up): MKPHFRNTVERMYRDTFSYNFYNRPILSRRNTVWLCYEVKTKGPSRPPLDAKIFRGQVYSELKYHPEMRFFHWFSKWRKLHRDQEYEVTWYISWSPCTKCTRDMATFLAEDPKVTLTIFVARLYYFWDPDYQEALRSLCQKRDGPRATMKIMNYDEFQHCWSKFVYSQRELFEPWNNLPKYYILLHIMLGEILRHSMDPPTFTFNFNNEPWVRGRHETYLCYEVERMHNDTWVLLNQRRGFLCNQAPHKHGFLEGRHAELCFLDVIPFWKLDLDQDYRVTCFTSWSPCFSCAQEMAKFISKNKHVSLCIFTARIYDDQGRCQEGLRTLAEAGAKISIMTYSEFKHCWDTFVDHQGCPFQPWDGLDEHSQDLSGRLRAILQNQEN
SENP1 FRET inh: human SENP1 catalytic domain inhibitors, primary screen, biochemical, FRET, uHTS; Sentrin-specific protease 1 (Homo sapiens), Q9P0U3; recombinant SENP1 catalytic domain, CyPet-SUMO1-YPet FRET cleavage; inhibition, % at 10 µM; hit rate 0.21% among 360,000;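 active = inhibition at least 30% at 10 µM, raw YFP signal under a set limit, fluorescence ratio 0.5 to 1.5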;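 also: 0% = enzyme with DMSO and 100% = no enzyme wells; some results filed as inactive read as strong as hits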
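system = hSENP1 catalytic domain, recombinant | reagent = SFCypet-SUMO1-SFYpet substrate at 25 nM | doses = one dose per compound, 10 µM, 0.5% DMSO | incubation = enzyme reaction for 50 min at room temperature, dark | measured by = FRET, CFP and YFP emission | controls = no-enzyme low, enzyme-DMSO high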
mIAP block: inhibitors of mouse IAP, primary screen, biochemical, luminescence, uHTS. purified mouse IAP, CDP-Star luminescence, 30 min. inhibition, % at 10 µM. AID 2806, 2010. intestinal alkaline phosphatase [Mus musculus]. hit rate 0.2% among 330,000;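 active = inhibition of at least 40% at 10 µM in the primary screen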;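 also: plate controls were DMSO with enzyme for no effect and no enzyme wells for full effect; values of inactives mirror those of a sister screen read the other way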
hIAP block: human IAP inhibitors, primary screen, biochemical, luminescence, uHTS. Intestinal-type alkaline phosphatase (Homo sapiens), P09923. purified IAP, CDP-Star luminescence, 30 min. inhibition, % at 10 µM. hit rate 0.12% among 330,000. AID 2544, 2010;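 active = inhibition reaching a set limit with compound at 10 µM in the primary screen, cut at about 35% in these data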;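 also: plate controls were DMSO wells with enzyme for no effect and no-enzyme buffer wells for full effect; values of inactives mirror those of a sister screen read the other way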
Active calls of the source: *. These rows are one share of the data; rates above refer to the full screens.

SMILES | mIAP activ | MIN6 prolif | APOBEC3A inh | hIAP activ | NLRP3 yeast inh | A3G deaminase | SENP1 FRET inh | mIAP block | hIAP block
COc1ccc(S(=O)(=O)Nc2cccc3c2O[C@H](CN(C)C(=O)NC(C)C)[C@@H](C)CN([C@H](C)CO)C3=O)cc1 | 1.17 | -2.3 | -1.0 | 1.18 | 5.2 | 0.2 | 0.8 | -16.5 | -17.5
CC(C)Cc1nnc(NS(=O)(=O)c2ccc([N+](=O)[O-])cc2)s1 | 0.846 | -0.1 | -6.2 | 0.939 | 12.9 | -10.1 | -0.6 | 15.4 | 6.1
O=C(NCCC(=O)N1CCN(S(=O)(=O)c2ccccc2)CC1)c1ccc(Br)cc1 | 1.01 | -1.1 | 1.1 | 1.19 | 18.2 | 1.7 | 0.2 | -0.8 | -19.2
Cc1nn(S(=O)(=O)c2ccccc2)c(C)c1S(=O)(=O)N1CCOCC1 | 1.01 | -3.3 | 3.1 | 0.779 | 13.3 | 8.1 | 2.0 | -1.3 | 22.1
CC1=CC(C)(C)N(S(=O)(=O)c2ccc(C)cc2)c2cc(C)ccc21 | 1.08 | -4.7 | 2.7 | 1.02 | 2.9 | -1.0 | 2.9 | -7.8 | -2.5
Cc1cc2c(OCC(O)CN3CCCC3)cccc2[nH]1 (configuration not stated) | 1.02 | 2.9 | 1.8 | 1 | 13.8 | -1.9 | -9.2 | -2.2 | -0.4
Cc1ccc2c(c1)C(=O)CCCCC(=O)N2 | 1.1 | -1.9 | 4.8 | 1.08 | -7.4 | 2.3 | -1.0 | -10.4 | -7.8
CC(NS(=O)(=O)c1ccc(Cl)c(Cl)c1)C(=O)Nc1cccnc1 (configuration not stated) | 0.979 | -0.3 | -7.2 | 0.872 | -4.3 | -8.7 | 2.0 | 2.1 | 12.8
O=C(CCc1ccccc1)n1nc(-c2ccccc2)nc1NCc1ccco1 | 1.06 | -1.3 | -1.6 | 1.02 | -11.6 | -2.5 | 2.0 | -6.5 | -2.5
Cc1cccc(C2c3[nH]c4ccccc4c3CCN2C(=O)c2cc(C(C)C)nc(N)n2)n1 (configuration not stated) | 1 | -2.6 | -2.1 | 0.956 | 13.6 | -4.7 | -5.9 | -0.5 | 4.4
C[C@H](CCC(=O)O)[C@H]1CC[C@H]2[C@@H]3CC[C@@H]4C[C@H](O)CC[C@]4(C)[C@H]3CC[C@]12C | 0.951 | -4.2 | 0.2 | 0.914 | 71.9* | 0.7 | 1.7 | 4.9 | 8.6
CC1CCCCN1CCNC(=O)C1CCN(S(=O)(=O)N2CCCCC2)CC1 (configuration not stated) | 1.05 | -0.3 | 1.3 | 1.15 | 7.0 | 0.6 | -50.0 | -4.9 | -14.6
COc1cc(OC)cc(C(=O)NCCNC(=O)c2ccccn2)c1 | 1 | -4.9 | -4.0 | 0.923 | 5.4 | -8.1 | 0.3 | -0.4 | 7.7
O=[N+]([O-])c1cccc(NN=Nc2ccccc2)c1 | 0.902 | -4.2 | -2.4 | 0.816 | -6.8 | -9.4 | 3.2 | 9.8 | 18.4
COc1ccc(C2=NS(=O)(=O)N(C)C(C(=O)NCc3ccc4c(c3)OCO4)=C2)cc1 | 0.862 | 7.0 | -2.0 | 0.928 | 15.7 | -1.0 | -1.6 | 13.8 | 7.2
CC(=O)c1ccccc1NS(=O)(=O)c1c(C)nn(-c2ccccc2)c1C | 1.01 | -0.1 | 2.8 | 0.813 | -1.6 | -9.6 | -0.4 | -1.2 | 18.7
CCOCCCNC(=S)NCCNc1nc2c(C)cccc2cc1C#N | 1.04 | 0.4 | -0.8 | 1.09 | 16.6 | 4.7 | -57.8 | -4.5 | -9.0
Cc1ccc(C)c(NC(=O)CSc2ccc(S(=O)(=O)N3CCCC3)cn2)c1 | 1.01 | 3.7 | -5.4 | 0.895 | 15.4 | -3.1 | 0.7 | -0.6 | 10.5
Cc1ccccc1N1CCN(S(=O)(=O)c2nnc(NC(=O)c3ccco3)s2)CC1 | 0.93 | -1.2 | -2.3 | 0.898 | 9.9 | -3.3 | -5.5 | 7.0 | 10.2
O=C(Nc1cc(S(=O)(=O)N2CCOCC2)ccc1N1CCCC1)c1ccc(Cl)cc1 | 0.931 | -2.3 | 0.3 | 1.1 | 3.3 | 21.4 | -49.3 | 6.9 | -10.3
Nc1nc(N2CCN(C(=O)c3ccco3)CC2)nc2ccc(Br)cc12 | 0.926 | -2.5 | -1.6 | 0.982 | 23.8 | -10.4 | -9.3 | 7.4 | 1.8
COc1ccc(CCN(C)Cc2c(O)ccc3cc(Br)ccc23)cc1OC | 0.863 | -5.1 | -4.2 | 1.01 | 20.0 | -10.0 | -3.0 | 13.7 | -1.4
CCCCN1C[C@H](Cc2ccccc2)[C@@H](CC(=O)NCc2ccc(OC)cc2)C1=O | 1.2 | 1.4 | -1.7 | 0.99 | 17.0 | -7.5 | 0.4 | -20.4 | 1.0
CC(C)CN(C1CCS(=O)(=O)C1)S(=O)(=O)c1ccc2ccccc2c1 (configuration not stated) | 0.963 | 5.8 | 0.0 | 1.1 | 10.9 | -1.6 | 1.3 | 3.7 | -10.5
Cn1c(SCC(=O)c2ccccc2)ncc(C(=O)Nc2ccccc2)c1=O | 0.658 | 1.0 | -0.9 | 1.19 | 15.9 | -2.6 | -3.9 | 34.2 | -18.8

Random excerpt: three compounds from above
SMILES | mIAP activ | MIN6 prolif | APOBEC3A inh | hIAP activ | NLRP3 yeast inh | A3G deaminase | SENP1 FRET inh | mIAP block | hIAP block
COc1ccc(S(=O)(=O)Nc2cccc3c2O[C@H](CN(C)C(=O)NC(C)C)[C@@H](C)CN([C@H](C)CO)C3=O)cc1 | 1.17 | -2.3 | -1.0 | 1.18 | 5.2 | 0.2 | 0.8 | -16.5 | -17.5
COc1ccc(CCN(C)Cc2c(O)ccc3cc(Br)ccc23)cc1OC | 0.863 | -5.1 | -4.2 | 1.01 | 20.0 | -10.0 | -3.0 | 13.7 | -1.4
Cc1ccccc1N1CCN(S(=O)(=O)c2nnc(NC(=O)c3ccco3)s2)CC1 | 0.93 | -1.2 | -2.3 | 0.898 | 9.9 | -3.3 | -5.5 | 7.0 | 10.2

(listing goes on)
SMILES | mIAP activ | MIN6 prolif | APOBEC3A inh | hIAP activ | NLRP3 yeast inh | A3G deaminase | SENP1 FRET inh | mIAP block | hIAP block
CCC(CC)NC(=O)CN1CCN(S(=O)(=O)c2cccs2)CC1 | 0.94 | -2.9 | -2.7 | 0.88 | 19.1 | -16.1 | 1.0 | 6.0 | 12.0
O=C(COC(=O)c1cccc(Cl)c1)Nc1cc(Cl)ccc1Oc1ccccc1 | 1.07 | -1.9 | -2.0 | 0.951 | 3.4 | -8.7 | 0.6 | -7.4 | 4.9
CCc1ccc(/C=C2/SC(=S)N(CC(=O)Nc3nc4ccccc4s3)C2=O)cc1 | 0.975 | -3.6 | 6.8 | 0.928 | 12.1 | -0.8 | 4.8 | 2.5 | 7.2
CCOc1cc(C=C(C#N)C#N)ccc1Oc1ccc([N+](=O)[O-])cn1 | 0.892 | -2.1 | -3.7 | 0.914 | 17.5 | -17.9 | -0.4 | 10.8 | 8.6
CC(C)OC(=O)CCC1(C(=O)O)CCC(=O)NC1 (configuration not stated) | 0.879 | -2.3 | -4.4 | 0.999 | 8.3 | -6.7 | 0.6 | 12.1 | 0.1
CN1CCN(c2nc3c(c(=O)[nH]c(=O)n3C)n2Cc2ccc([N+](=O)[O-])cc2)CC1 | 0.986 | -0.7 | -1.0 | 0.853 | 2.4 | -2.2 | 0.9 | 1.4 | 14.7
Cc1cn(S(=O)(=O)c2ccccc2[N+](=O)[O-])cn1 | 0.931 | -0.6 | -0.8 | 0.931 | 4.4 | -4.4 | 3.6 | 6.9 | 6.9
Cc1cccc(N(C)S(=O)(=O)c2ccc3c(c2)CCC(=O)N3)c1 | 1.02 | 0.7 | 2.2 | 0.985 | -1.6 | -3.3 | -7.3 | -1.8 | 1.5
CCS(=O)(=O)c1ncc(Cl)c(C(=O)Nc2ccc(S(=O)(=O)N3CCCC(C)C3)cc2)n1 (configuration not stated) | 0.97 | -0.5 | -3.6 | 0.984 | 15.8 | -4.5 | -1.6 | 3.0 | 1.6
Cc1cc(C)c2c(C)c(C(=O)NCc3ccncc3)oc2c1 | 1.01 | -0.6 | -1.5 | 0.894 | -3.4 | -0.7 | 0.0 | -1.5 | 10.6
COc1ccc(-n2ncc3c(N4CCC(C(N)=O)CC4)ncnc32)cc1 | 1.03 | -0.8 | -2.4 | 0.781 | -16.2 | -8.8 | -1.1 | -3.5 | 21.9
O=[N+]([O-])c1ccc(N2CCN(S(=O)(=O)c3ccc(Cl)cc3)CC2)cc1NCc1cccnc1 | 0.88 | -2.3 | -1.9 | 0.974 | 11.4 | -4.0 | -0.5 | 12.0 | 2.6
O=C(CNCC1CCCO1)Nc1ccc(N2CCCCCC2)cc1 (configuration not stated) | 0.94 | -3.0 | -1.7 | 0.982 | 14.8 | -3.4 | 1.8 | 6.0 | 1.8
COc1cc(/C=C2\CC/C(=C\c3ccc(OCCO)c(OC)c3)C2=O)ccc1OCCO | 0.924 | -5.4 | -2.8 | 1.11 | 20.6 | -5.6 | -21.2 | 7.6 | -11.5
Cc1nc2ccc(OC(=O)c3ccccc3)cc2s1 | 1.05 | 0.6 | -6.3 | 0.88 | 21.8 | -4.2 | 2.9 | -4.6 | 12.0
CC(C)NC(=O)c1ccc(-c2cccc(C(F)(F)F)c2)o1 | 0.947 | -2.6 | -1.2 | 0.985 | 21.9 | -6.0 | -0.3 | 5.3 | 1.5
Cc1c(C)c2c(OCC(=O)Nc3cccnc3)cc3c(c2oc1=O)CCC(C)(C)O3 | 0.879 | 0.5 | 1.3 | 1.14 | 12.6 | -6.0 | 0.5 | 12.1 | -14.0
CC(=O)Nc1ccc(NC(=O)c2ccc(NS(=O)(=O)c3cc(C(C)(C)C)cc(C)c3C)cc2)cc1 | 0.922 | -2.5 | 0.2 | 1.07 | 3.5 | -2.8 | -4.4 | 7.8 | -7.0
COC(=O)c1cc2c(C)nn(C)c2s1 | 1.05 | -1.3 | -4.5 | 0.966 | 10.6 | -12.3 | -0.4 | -5.0 | 3.3
CC(O)CNc1nc(Cl)c(C#N)s1 (configuration not stated) | 0.962 | -2.5 | -4.6 | 0.787 | -18.8 | -7.4 | -2.1 | 3.8 | 21.3
O=C(NCCN1CCCCC1)c1ccc(/C=N/O)nc1 | 0.989 | 1.7 | -5.4 | 1.38 | 14.1 | -4.3 | 2.7 | 1.1 | -37.9
CCCc1nccn1S(=O)(=O)c1cc(OC)ccc1OC | 0.977 | -0.3 | -0.6 | 0.841 | -8.2 | -7.9 | -0.5 | 2.3 | 15.9
